Screening data: PubChem, The Scripps Research Institute Molecular Screening Center
MITF inh: blocks human microphthalmia-associated transcription factor; O75030; AlphaScreen MITF homodimerization, bead proximity signal; inhibition, % at 2.6 µM; 0.91% of 650,000 active; AID 1259374; in the data active = inhibition above about 50%;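 also: 0% = vehicle wells with protein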
TEAD-YAP block: TEAD-YAP interaction inhibition; HEK-TIYL cells, TEAD-Gal4/YAP UAS-luciferase luminescence; inhibition, % at 9.12 µM; 1.4% of 640,000 active; AID 1259422; in the data active = inhibition above about 32%;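 also: 0% = median of test compound wells and 100% = reference inhibitor wells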
GPR151 activ: activators of human GPR151; Q8TDV0; PathHunter beta-arrestin GPR151 cells, luminescence; activation, % at 11.2 µM; 1% of 650,000 active; AID 1508602; in the data active = activation above about 4.9%;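 also: 0% = median of compound wells and 100% = cells with positive control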
Target sequence (Q8TDV0 whole entry, looked up): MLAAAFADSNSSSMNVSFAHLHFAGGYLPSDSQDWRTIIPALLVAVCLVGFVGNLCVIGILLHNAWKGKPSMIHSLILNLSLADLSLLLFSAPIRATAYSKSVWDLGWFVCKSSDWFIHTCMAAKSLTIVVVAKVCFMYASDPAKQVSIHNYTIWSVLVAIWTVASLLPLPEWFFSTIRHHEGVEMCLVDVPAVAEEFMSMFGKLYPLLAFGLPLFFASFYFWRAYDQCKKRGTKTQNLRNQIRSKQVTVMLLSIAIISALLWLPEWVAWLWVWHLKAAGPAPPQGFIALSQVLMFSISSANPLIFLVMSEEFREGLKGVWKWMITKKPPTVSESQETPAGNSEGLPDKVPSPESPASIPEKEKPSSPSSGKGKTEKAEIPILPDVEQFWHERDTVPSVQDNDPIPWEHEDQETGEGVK
FBW7 act: human FBW7 E3 ligase activation, primary screen; Q969H0; AlphaScreen FBW7–phospho-cyclin E peptide binding, activator screen; normalized activity (activation), % at 26.1 µM; 0.13% of 650,000 active; AID 1259310; in the data active = normalized activity above about 1.9%;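 also: purified mutant Fbw7 with reduced substrate affinity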
Target sequence (Q969H0 whole entry, looked up): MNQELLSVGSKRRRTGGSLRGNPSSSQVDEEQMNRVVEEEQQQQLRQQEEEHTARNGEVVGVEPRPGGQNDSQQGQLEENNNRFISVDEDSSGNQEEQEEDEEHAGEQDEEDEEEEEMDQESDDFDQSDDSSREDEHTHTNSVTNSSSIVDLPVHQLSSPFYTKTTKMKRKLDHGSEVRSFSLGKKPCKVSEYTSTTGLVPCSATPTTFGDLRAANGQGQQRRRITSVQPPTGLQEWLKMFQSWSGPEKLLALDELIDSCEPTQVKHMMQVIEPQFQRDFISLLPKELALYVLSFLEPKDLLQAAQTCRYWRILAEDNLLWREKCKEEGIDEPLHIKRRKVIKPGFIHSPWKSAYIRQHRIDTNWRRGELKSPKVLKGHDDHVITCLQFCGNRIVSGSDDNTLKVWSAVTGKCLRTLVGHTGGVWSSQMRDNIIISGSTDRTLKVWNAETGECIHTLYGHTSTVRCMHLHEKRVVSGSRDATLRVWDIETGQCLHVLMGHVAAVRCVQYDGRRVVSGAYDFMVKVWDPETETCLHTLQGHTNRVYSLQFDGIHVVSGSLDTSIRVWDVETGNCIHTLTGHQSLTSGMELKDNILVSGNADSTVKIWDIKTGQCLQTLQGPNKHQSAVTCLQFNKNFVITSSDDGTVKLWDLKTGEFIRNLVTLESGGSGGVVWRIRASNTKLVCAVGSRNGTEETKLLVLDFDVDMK
An asterisk follows results filed as active.

SMILES	MITF inh	TEAD-YAP block	GPR151 activ	FBW7 act
COc1ccc(S(=O)(=O)CCC(=O)Nc2nccs2)cc1	2	-5	-0.4	-0.2
O=C(c1ccc(N2CCC(NCc3cc4ccccc4[nH]3)CC2)cc1)N1CCOCC1	-3	-8	1.6	-0.3
O=C1N[C@@H](CO)C(=O)N2CCN(Cc3ccc(CN4CCCCC4)s3)C[C@H]12	-13	2	-1.6	-0.3
O=C(CCCCn1c(=S)[nH]c2ccsc2c1=O)NC1CCCC1	17	11	2.2	0.2
O=C(N/N=C/C=C/c1ccc2c(c1)OCO2)c1cc2ccccc2cc1O	-2	12	0.3	-0.4
O=C(O)c1ccc(Cn2c(SCc3nc4ccccc4[nH]3)nc3ccsc3c2=O)cc1	-3	5	-0.7	0.2
Brc1cccc(CNCc2ccncc2)c1	4	12	13*	-0.1
COc1ccc(-c2cn3c(NC(=O)C4CCOC4)cnc3cn2)cc1 (stereo not drawn)	9	1	2.0	-0.1
CN1CCC(NC(=O)c2ccco2)CC1	-18	16	0.1	-0.2
Cc1cc(C)c(S(=O)(=O)n2c(SCC(=O)NC3CCCCC3)nc3ccccc32)c(C)c1	11	2	1.6	0.7
Cc1cn2c3c(=O)[nH]c(=O)n(C)c3nc2n1-c1ccccc1	-2	-1	1.2	-0.2
CCOc1ccccc1-n1c(SCC(=O)N2CCCCC2)nnc1-c1cccnc1	5	-1	0.9	0.4
CCN(CCCNC(=O)CCS(=O)(=O)c1ccc(C)cc1)c1cccc(C)c1	1	0	0.1	0.0
Cc1ccc(C2CCN(C(=S)NC(C)C)C2)cc1 (stereo not drawn)	8	-6	-0.6	-0.1
Cc1c(C(=O)N2CCOCC2)oc2c1-c1nn(CC(=O)NCCc3ccccc3)cc1CC2	-7	-1	-0.7	-0.1
CSCCC(=O)N1CCCC(C(=O)Nc2cccc(-c3ccc(F)cc3)c2)C1 (stereo not drawn)	20	8	-0.4	0.6
COc1cccc(C(=O)NCCN2CCCC2)c1	3	2	-1.5	0.0
CS(=O)(=O)N1CCN(C(=O)Nc2ccc(F)cc2F)CC1	-13	-7	0.5	-0.2
COC(=O)C1=C(N)OC2=C(C(=O)CC(c3ccccc3)C2)C1c1ccc(Br)cc1 (stereo not drawn)	9	-2	-0.2	-0.1
COc1ccc(OC)c(C=Nc2ccc(S(=O)(=O)Nc3ccccn3)cc2)c1	-9	2	0.9	-0.1
COc1ccc(-c2ccc(=O)n(CC3CCN(C(=O)C4CCCO4)CC3)n2)cc1 (stereo not drawn)	-7	5	1.3	0.2
O=C(CSc1cn(Cc2ccc(F)cc2)c2ccccc12)Nc1nc2ccccc2s1	-1	-3	0.1	-0.2
C=CCc1c(C)nc2nc(SCC(=O)NCc3ccccc3)nn2c1C	2	0	-1.9	-0.1
Cc1ccc(CN2CCC3(CC2)CC3C(=O)N(C)Cc2cscn2)c(C)c1 (stereo not drawn)	-1	-4	0.6	-0.1
CC(C)n1cnc2c(NC3CC3)nc(Nc3ccc(-n4ccnc4)cc3)nc21	6	15	0.0	0.1
N#Cc1c(SCC(N)=O)nc2c(c1-c1ccc(O)cc1)CCCC2	9	-13	0.0	0.0
COC(=O)CCSCC(=O)Nc1sc2c(c1C(=O)c1ccccc1)CCCC2	10	3	0.2	0.0
Cc1cc(N(CC(=O)NCc2ccccn2)S(C)(=O)=O)ccc1Br	1	-8	-0.2	0.0
CC1(C)CC(NC(=O)c2ccncc2)C(C)(C)N1O (stereo not drawn)	13	-2	1.2	0.6
O=C1C(c2ccccc2F)N(Cc2ccccc2)C(=O)CN1C1CCCCCC1 (stereo not drawn)	7	0	0.8	0.1
COc1ccc(S(=O)(=O)N2CCOC2CNC(=O)C(=O)NCc2ccc(C)cc2)cc1 (stereo not drawn)	4	16	2.3	0.3
Cc1ccccc1Nc1nc(N)nc(CSc2ccc(C(F)(F)F)cn2)n1	-1	12	-1.7	0.1
COc1ccc(NC(=O)CSc2nc3ccc(N)cc3s2)cc1	10	-24	0.5	0.0
COc1cc(/C=N/NC(=O)CN2c3cccc4cccc(c34)S2(=O)=O)cc(Cl)c1O	-1	12	1.7	-0.1
Cc1cc(=O)[nH]c(N/N=C/c2ccc(C(C)(C)C)cc2)n1	7	0	1.9	-0.2
COc1ccc(S(=O)(=O)N2CCNCC2)cc1	-3	11	1.1	-0.2
COc1cccc(C(=O)Nc2nnc(-c3ccncc3)s2)c1	-9	-19	2.2	0.1
Cc1ccc(-n2nc3c(c2NC(=O)c2c(F)cccc2F)CS(=O)(=O)C3)cc1	11	3	-1.4	0.8
CCOC(=O)c1c(-c2cccs2)csc1NC(=O)c1ccccc1Cl	3	3	4.1	0.4
Cc1onc(-c2ccccc2Cl)c1C(=O)Nc1cccc2nonc12	-2	1	1.0	0.2
COc1ccc(CN2CCN(C(=O)CC(C)C)CC2)c2ccccc12	49	2	-0.8	-0.1
Cc1ccc(O)c(NC(=O)c2ccc(F)cc2)c1	-5	-39	-7.3	0.0
CN(C)CCCNC(=O)c1ccc(/C=N/O)[n+](C)c1	-2	-3	1.3	-0.1
Cc1ccc(C2=NN(S(=O)(=O)c3ccccc3)C(c3ccc(C)cc3)C2)cc1 (stereo not drawn)	8	5	0.3	0.0
CCOC(=O)c1[nH]c(C)c(/C=N/O)c1C	-2	-3	0.7	-0.2
COc1ccc(CCNc2nc(Nc3cccc(N(C)C)c3)nc3cc(OC)c(OC)cc23)cc1	23	10	1.3	-0.1
CC(C)CCN1C(=O)C(C)(C)COc2ccc(NC(=O)NCc3cccs3)cc21	-1	-5	2.1	0.1
COc1ccc(Cn2nnnc2C(c2cccs2)N2CCSCC2)cc1 (stereo not drawn)	10	-13	-1.0	0.0
COc1ccc(S(=O)(=O)N(CCc2ccccc2)CC(=O)Nc2ccccc2Cl)cc1	19	-6	1.3	0.4
CC(C)N(CCNc1nc(Nc2ccncn2)nc2c1ncn2C(C)C)C(C)C	-3	-2	-1.3	0.0
Cc1ccccc1-c1nnn(CC(=O)NC(=O)NC(C)C)n1	-3	11	1.3	0.1
C=CCn1c(=S)[nH]c2scc(-c3ccco3)c2c1=O	-1	-6	0.0	-0.2
O=C1Nc2ccc(C(=O)N3CCOCC3)cc2NC1CS(=O)(=O)Cc1cccc(Br)c1 (stereo not drawn)	5	6	1.8	0.2
O=C(Cn1cnc2ccccc2c1=O)NCC(=O)N1CCN(c2cccc(Cl)c2)CC1	-8	11	0.2	-0.2
COc1ccc(NC(=O)c2cc(Br)ccc2OC)cc1Cl	-16	-4	-0.1	-0.1
CCc1ccc(C(=O)NCCNc2ccc(Nc3cccc(C)n3)nn2)cc1	-4	17	2.6	-0.3
Cc1ccc(C2=NN(CCC(=O)NCCc3ccc(Cl)cc3)C(=O)CC2)cc1	2	-15	0.6	0.4
Clc1ccc(OCc2nc3ccccc3n2CN2CCOCC2)cc1	11	-53	-3.2	0.2
CN1C(=O)/C(=C(/C#N)C(=O)Nc2cc(Cl)ccc2Cl)c2ccccc21	13	3	0.7	0.3
CCOc1ccccc1C1NC(=O)NC(C)=C1C(=O)OCc1ccco1 (stereo not drawn)	5	0	-0.3	0.2
Additional results:
SMILES	MITF inh	TEAD-YAP block	GPR151 activ	FBW7 act
COc1ccccc1CNC(=O)CN1CCC(NC(C)=O)CC1	0	-3	2.2	0.2
Cc1cc(N2C(=O)C3CCC(C)CC3C2=O)no1 (stereo not drawn)	-3	-3	1.2	0.0
CCOC(=O)c1nnn(CC(=O)NC(=O)Nc2cccc(CC)c2)c1C(=O)OCC	3	3	5.7*	0.0
CC(=O)c1c(C(C)=O)c(C)n(-c2cccc(C)c2)c1C	16	0	-0.5	0.6
CC(C)Oc1ccc(CN2CCC3(CCC(CNC(=O)c4ccn(C)n4)O3)CC2)cc1 (stereo not drawn)	-10	16	-0.5	-0.1
COc1ccccc1C1=N/C(=C\c2ccccc2[N+](=O)[O-])C(=O)O1	-6	9	1.2	0.0
Brc1c(CSc2nncn2-c2ccccc2)nc2sccn12	-9	1	2.0	-0.1
CC(=O)COC(=O)CNC(=O)c1ccc(Cl)cc1	-3	-7	-1.7	0.0
Cc1c(C(=O)Nc2ccncc2)oc2ccccc12	15	-11	-1.7	1.3
CCc1ccc(C2CC(=O)N3CN(Cc4ccco4)CSC3=C2C#N)cc1 (stereo not drawn)	11	7	0.0	-0.3
CCC(=O)Nc1c2c(nn1-c1ccccc1C)CS(=O)C2 (stereo not drawn)	-5	12	-0.5	0.0
COC(=O)COc1ccc(CSc2nnc(-c3ccc(Cl)cc3)n2-c2ccccc2)cc1	1	-6	-0.8	0.1
COc1cc(C(=O)OCC(=O)NC(=O)NC(C)C)ccc1OC(F)F	-4	5	0.5	0.0
CCC(C)NC(=O)C(NS(=O)(=O)c1cccc2nsnc12)c1ccccc1 (stereo not drawn)	8	9	-0.7	-0.1
COc1nonc1OCCN1CCN(c2ccc(C(F)(F)F)cc2[N+](=O)[O-])CC1	0	-3	1.1	0.4
FC(F)(F)c1ccc(Nc2nc(NC3CC3)c3ncn(C4CCCCC4)c3n2)cc1	4	-2	0.6	0.0
Cc1ccc2nc(NC(=O)CSc3nc4ccccc4o3)sc2c1	4	-5	-0.8	0.1
Nc1c(-c2nc(-c3ccc(Cl)cc3)no2)nnn1-c1ccc(F)cc1	-4	-3	-2.0	-0.1
CC1=C(C(=O)Nc2cccc(C)c2C)C(c2ccccc2Br)NC(=S)N1 (stereo not drawn)	-16	-2	-0.5	0.0
O=S(=O)(c1ccc(S(=O)(=O)N2CCC(O)CC2)cc1)N1CCCCCC1	1	10	1.1	0.9

Ordered by heavy-atom count (rising): 13 of the compounds above
SMILES	MITF inh	TEAD-YAP block	GPR151 activ	FBW7 act
CN1CCC(NC(=O)c2ccco2)CC1	-18	16	0.1	-0.2
Brc1cccc(CNCc2ccncc2)c1	4	12	13*	-0.1
CC1(C)CC(NC(=O)c2ccncc2)C(C)(C)N1O (stereo not drawn)	13	-2	1.2	0.6
CC(=O)c1c(C(C)=O)c(C)n(-c2cccc(C)c2)c1C	16	0	-0.5	0.6
COc1ccc(S(=O)(=O)CCC(=O)Nc2nccs2)cc1	2	-5	-0.4	-0.2
COc1ccc(NC(=O)CSc2nc3ccc(N)cc3s2)cc1	10	-24	0.5	0.0
COc1ccc(-c2cn3c(NC(=O)C4CCOC4)cnc3cn2)cc1 (stereo not drawn)	9	1	2.0	-0.1
COc1ccc(Cn2nnnc2C(c2cccs2)N2CCSCC2)cc1 (stereo not drawn)	10	-13	-1.0	0.0
CCc1ccc(C2CC(=O)N3CN(Cc4ccco4)CSC3=C2C#N)cc1 (stereo not drawn)	11	7	0.0	-0.3
COC(=O)CCSCC(=O)Nc1sc2c(c1C(=O)c1ccccc1)CCCC2	10	3	0.2	0.0
COc1nonc1OCCN1CCN(c2ccc(C(F)(F)F)cc2[N+](=O)[O-])CC1	0	-3	1.1	0.4
CCOc1ccccc1-n1c(SCC(=O)N2CCCCC2)nnc1-c1cccnc1	5	-1	0.9	0.4
O=C(O)c1ccc(Cn2c(SCc3nc4ccccc4[nH]3)nc3ccsc3c2=O)cc1	-3	5	-0.7	0.2

More records
SMILES	MITF inh	TEAD-YAP block	GPR151 activ	FBW7 act
Cc1ccc2c(c1)nnn2C1CCN(CC(=O)Nc2cccc([N+](=O)[O-])c2)CC1	4	0	-1.1	0.0
Cc1cc(Nc2cccc([N+](=O)[O-])c2)nc2cc(O)ccc12	16	1	-1.0	0.3
CCC(=O)N1CCc2c(cnc(C)c2CNC(=O)c2ccc(C)s2)C1	1	7	0.2	-0.1
O=C1CSC(c2ccc(Br)s2)N1c1ccc(I)cc1 (stereo not drawn)	0	-5	-1.8	0.0
c1csc(CNc2ncnc3ccccc23)c1	3	51*	1.7	-0.1
COC(=O)c1ccc(Nc2nc(-c3ccccc3)c3cc(Br)ccc3n2)cc1	-5	-9	0.1	-0.1
Clc1cccc(-c2ccc(NCCN3CCOCC3)nc2)c1	3	-41	-0.7	-0.6
CCCCOc1ccc(C2C=C(Nc3ccc(C)c(C)c3)C(=O)N2c2ccc(C)c(C)c2)cc1 (stereo not drawn)	7	10	0.4	0.4
CC(C)CSc1ncnc2c1c(-c1ccccc1)cn2-c1cccc(F)c1	17	-2	1.3	-0.1
CC(=O)N1CCc2ccc(NS(=O)(=O)c3cccc(Cl)c3)cc21	-7	3	-0.2	-0.2
COc1ccc(-c2ncc(C)c(NC3CCN(Cc4ccccc4)CC3)n2)cn1	3	19	-0.1	-0.1
CCOC(=O)C1=C(C)N=c2s/c(=C3\C(=O)N(CC)c4ccccc43)c(=O)n2C1c1ccc(OC(C)=O)cc1 (stereo not drawn)	6	2	2.0	0.0
O=S(=O)(c1ccccc1)N1CCN(C2Cc3ccccc3C2)CC1	-5	-8	0.8	-0.1
O=C(NCC1CCCO1)c1ccc(Sc2ccc(Br)cc2)c([N+](=O)[O-])c1 (stereo not drawn)	10	-9	1.9	0.0
O=[N+]([O-])c1ccc(Sc2nnc3ccccn23)c(Cl)c1	6	-9	1.0	-0.2
COc1ccc(S(=O)(=O)N(C)CC(=O)Nc2ccccc2Cl)cc1	8	5	-0.5	-0.1
Cn1c(=O)[nH]c(=O)c2c1nc(NCc1ccccc1)n2Cc1ccc(F)cc1	-8	19	1.0	-0.1
CCn1cc(C(=O)N2CCN(C(=O)c3ccco3)CC2)c(=O)c2ccc(C)nc21	-3	8	-0.7	0.1
COc1cccc(-c2noc(C3CCCN(C(=O)c4cccc(OC)c4OC)C3)n2)c1 (stereo not drawn)	6	-1	2.3	-0.1
Cc1cccc2cc3c(nc12)OCC(=O)N(Cc1ccc(F)cc1)C3	12	6	0.2	0.1
CC(=O)Oc1cccc(/C=C2\N=C(c3ccco3)OC2=O)c1	-1	0	-0.6	-0.1
